Assay outcomes from PubChem BioAssay.
M. tuberculosis = growth inhibition of non-replicating M. tuberculosis (AID 488890); Mycobacterium tuberculosis non-replicating, growth inhibition; higher % means a stronger effect; one-dose inhibition, % at 25 µM; IC50 in µM for titrated hits; 320,000 compounds, 0.39% hits; in the data active = a potency from the dose series; inconclusive = inhibition mostly from about 82% at the one dose, without a potency; inactive = the rest, 99 in 100 with inhibition below about 76%;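 note: plate controls were DMSO cells for no effect and high antibiotic wells for full effect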
M. tuberculosis HTS = M. tuberculosis growth inhibition, HTS (AID 449762); inhibition, % at 25 µM; hits with a dose series show IC50 in µM; M. tuberculosis H37Rv growth inhibition, 7H9 media; higher % means a stronger effect; 330,000 compounds, 0.59% hits; in the data active = a potency from the dose series; inconclusive = inhibition above about 70% without an active follow-up result;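 note: bacterial growth assessed after seven days of incubation; strong numbers were not always called active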
inhibitors of VEEV = inhibitors of VEEV TC-83 cytopathic effect, confirmation, Vero cells (AID 588727) | Vero cells, VEEV TC-83 cytopathic effect inhibition; higher % means a stronger effect | one-dose inhibition, % at 20 µM; IC50 in µM for titrated hits | 350,000 compounds, 0.13% hits; in the data active = a potency from the dose series; inconclusive = inhibition mostly from about 14% at the one dose, without a potency; inactive = the rest, 99 in 100 with inhibition below about 12%; note: strong numbers were not always called active
PhoP GFP inhibition = PhoP regulon inhibitors, Salmonella typhi PhoP promoter GFP reporter, confirmatory (AID 1850). Salmonella Typhi PhoP-promoter GFP reporter, fluorescence, 4 h; higher % means a stronger effect. inhibition, % at 50 µM, or IC50 in µM where a hit was titrated. 310,000 compounds, 0.33% hits; in the data active = a potency from the dose series; inconclusive = inhibition mostly from about 25% at the one dose, without a potency; inactive = the rest, 99 in 100 with inhibition below about 19%;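 note: 0% = induced wells with vehicle and 100% = uninduced wells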
H1N1 NS1A inhibition = H1N1 influenza NS1A inhibitors, functional cell based assay (AID 504329). 340,000 compounds, 0.3% hits. NS1A functional cell-based assay, percent inhibition; higher % means a stronger effect. inhibition, % at 12.5 µM, or IC50 in µM where a hit was titrated; in the data active = a potency from the dose series; inconclusive = inhibition above about 27% without an active follow-up result; note: strong numbers were not always called active
* marks the source's active call; other numbers are inactive results; i = inactive; u = inconclusive; x = not tested or not shown.

The first 5 records, to show the layout:
The line under a structure holds: inhibitors of VEEV	M. tuberculosis HTS	PhoP GFP inhibition	M. tuberculosis	H1N1 NS1A inhibition
1	CC1CC(C)(C)CC2(C1)NC(=O)N(CC(=O)N1CCN(S(=O)(=O)c3cccs3)CC1)C2=O (stereo unspecified)
    8.4%	-1%	x	48%	-13%
2	O=C1CC23c4ccccc4N4C(=O)CC5OCC=C6CN1C2CC6C5C43 (stereo unspecified)
    i	x	x	x	-22%
3	O=C(Nc1ccncc1)c1ccc(Br)cc1
    i	4%	-6%	19%	-5%
4	COc1ccccc1CN1CC(C(=O)NCc2nc3ccccc3n2C)CCC1=O (stereo unspecified)
    2.2%	3%	-5%	9%	-6%
5	O=C(C1=C[C@H](C2CC2)C[C@H](OCCCCO)O1)N1CCN(Cc2ccccc2)CC1
    1.1%	3%	-19%	5%	4%

Main list, from the first entry:
The line under a structure holds: inhibitors of VEEV	M. tuberculosis HTS	PhoP GFP inhibition	M. tuberculosis	H1N1 NS1A inhibition
1	CC1CC(C)(C)CC2(C1)NC(=O)N(CC(=O)N1CCN(S(=O)(=O)c3cccs3)CC1)C2=O (stereo unspecified)
    8.4%	-1%	x	48%	-13%
2	O=C1CC23c4ccccc4N4C(=O)CC5OCC=C6CN1C2CC6C5C43 (stereo unspecified)
    i	x	x	x	-22%
3	O=C(Nc1ccncc1)c1ccc(Br)cc1
    i	4%	-6%	19%	-5%
4	COc1ccccc1CN1CC(C(=O)NCc2nc3ccccc3n2C)CCC1=O (stereo unspecified)
    2.2%	3%	-5%	9%	-6%
5	O=C(C1=C[C@H](C2CC2)C[C@H](OCCCCO)O1)N1CCN(Cc2ccccc2)CC1
    1.1%	3%	-19%	5%	4%
6	C=CCn1c(O)c(C(C)=NC(C)c2ccccc2)c(=O)[nH]c1=O (stereo unspecified)
    3.4%	1%	-2%	-2%	-3%
7	CCNc1c(NCC)c(=O)c1=O
    i	-4%	-11%	-8%	8%
8	N#Cc1cc2ccccc2nc1SCc1cccnc1
    0.6%	-2%	-15%	6%	7%
9	COc1ccccc1OCCNC(=O)CCC(=O)N1CCOCC1
    6.5%	x	x	x	0%
10	COc1ccccc1CCNC1CCCC(C)C1 (stereo unspecified)
    0.6%	5%	-9%	-13%	-13%
11	O=C(O)c1cc(NC(=O)C2CCCO2)cc(NC(=O)C2CCCO2)c1 (stereo unspecified)
    0.1%	-1%	-1%	6%	-6%
12	O=C(Nc1ccccc1C(=O)O)c1cccc(NC(=O)c2ccccc2Cl)c1
    1.0%	-1%	7%	6%	-7%
13	Cc1ccc(C2N(c3ccccn3)C(=O)C3CCCN32)o1 (stereo unspecified)
    0.6%	-2%	-4%	-5%	10%
14	CCOC(=O)Cc1csc(NC(=O)c2c(-c3ccccc3)noc2C)n1
    0.4%	-6%	-9%	2%	-5%
15	O=S(=O)(NC1CC2CCC1C2)c1ccc2c(c1)OCCO2 (stereo unspecified)
    i	-4%	5%	4%	9%
16	O=C(O)CC/C(=N/NC(=O)c1cn(-c2ccccc2)nc1-c1ccccc1)C(=O)O
    1.2%	8%	9%	6%	1%
17	CCOC(=O)CC1=NN(c2ccccc2)C(=O)/C1=C\c1ccc(OC)cc1OC
    0.3%	1%	-1%	4%	18%
18	CS(=O)(=O)N1CCN(C(=O)Cc2ccccc2)CC1
    0.9%	-5%	11%	11%	-14%
19	COc1cccc(CN2CCC(C(=O)Nc3ccc(-c4cccc(C)c4)cc3)CC2)c1O
    5.5%	68%	-5%	u	8%
20	O=C(CNS(=O)(=O)c1ccc(Br)s1)N1CCCC1
    0.4%	-1%	13%	-8%	5%
21	Nn1c(Cc2ccc(Br)cc2)n[nH]c1=S
    2.3%	-1%	-9%	23%	-1%
22	C=CCn1c(CCNC(=O)c2ccccc2F)nnc1SCc1nc2ccccc2c(=O)[nH]1
    2.0%	2%	-3%	4%	-2%
23	CCCC(=O)N(Cc1cc(=O)[nH]c2ccccc12)c1ccccc1OC
    i	3%	0%	24%	-10%
24	O=C(COc1cc(F)ccc1[N+](=O)[O-])Nc1ccc(N2CCCCC2)cc1
    4.8%	21%	-9%	33%	21µM*
25	Cc1ccc2nsnc2c1N(S(C)(=O)=O)S(C)(=O)=O
    i	9%	6%	-16%	0%
26	COCCN(Cc1cc2cc3c(cc2nc1Cl)OCO3)C(=O)c1cccc(C)c1
    0.7%	8%	-13%	-5%	-11%
27	C[C@H](CO)N1C[C@H](C)[C@@H](CN(C)C(=O)Nc2ccc(C(F)(F)F)cc2)Oc2ccc(NC(=O)Nc3ccccc3)cc2C1=O
    1.9%	6%	x	28%	-13%
28	CC(C)(C)n1ncc2c(=O)n(CC(=O)Nc3ccc4c(c3)OCCO4)cnc21
    1.0%	-3%	5%	5%	6%
29	O=C(Nc1cccc(C(F)(F)F)c1)C1CCCN(c2ncccn2)C1 (stereo unspecified)
    0.4%	11%	4%	48%	4%
30	COc1ccc(C(=O)Nc2ccccc2[N+](=O)[O-])cc1S(=O)(=O)N1CCOCC1
    10%	9%	-4%	-2%	-2%
31	CCC(C)NC(=O)c1cn(C)c(=O)c2cc(OC)c(OC)cc12 (stereo unspecified)
    7.8%	-4%	12%	-12%	2%
32	COc1ccc(C(=O)N/N=C/c2ccc(SC)cc2)cc1
    i	-7%	3%	22%	-4%
33	COc1ccc(Nc2nnc(SCC(=O)c3cc(C)n(CC4CCCO4)c3C)s2)cc1 (stereo unspecified)
    i	-8%	3%	x	6%
34	COc1ccc(-c2csc(N(C)C(=O)c3ccco3)n2)cc1
    0.2%	-6%	0%	41%	-27%
35	Cc1nc2ccccc2c2oc(C(=O)NCCCN3CCCC3=O)cc12
    i	-8%	-21%	1%	12%
36	N#CC1=C(N)Oc2c(ccc3ccccc23)C1c1cccs1 (stereo unspecified)
    x	3%	-4%	26%	x
37	Cc1oc(-c2cccc(Br)c2)[n+]([O-])c1C
    2.5%	-7%	20%	-5%	-2%
38	O=S(=O)(CCCc1ccccc1)c1ncn[nH]1
    0.7%	1%	-5%	-7%	-6%
39	CC(C)CN(CC(C)C)C(=O)CN1c2cccc3cccc(c23)S1(=O)=O
    i	-1%	9%	1%	-27%
40	CCOC(=O)N1CCN(CC(=O)Nc2cc(OC)c(OC)cc2C#N)CC1
    i	3%	10%	-7%	2%
41	CCSc1nc(O)c(C(c2cccc(OC)c2)c2c(O)nc(SCC)[nH]c2=O)c(=O)[nH]1
    0.2%	11%	-4%	11%	19%
42	CC(C)(C)c1ccc(C(=O)N/N=C2\C3CN4CCN(C3)CC2(c2ccccc2)C4)cc1
    i	7%	-3%	-7%	1%
43	O=C(O)c1sccc1S(=O)(=O)N1CCOCC1
    1.3%	-6%	x	4%	-20%
44	COC(=O)c1ccc(NC(=O)C(=O)c2cn(CC(=O)N3CCOCC3)c3ccccc23)cc1
    0.9%	3%	-1%	10%	3%
45	O=C(COc1ccc(Cl)cc1)Nc1cc2c3c(c1)CC(=O)N3CCC2
    8.7%	18%	0%	72%	-3%
46	CC1(C)Cc2ccccc2-c2nnc(SCc3ccc(C#N)cc3)n21
    i	-1%	7%	19%	-20%
47	Nc1ccc(Cl)cc1C(=O)c1ccccc1Cl
    3.4%	-7%	6%	34%	2%
48	Cc1nnc(SCC(=O)NC2CCCc3c2cnn3-c2ccccc2F)o1 (stereo unspecified)
    0.9%	-2%	-11%	-3%	-4%
49	C=CCCC(=O)NC1CCCc2c1cnn2-c1ccccc1F (stereo unspecified)
    i	-4%	-3%	-4%	-15%
50	Cc1cc(C)n2nc(N)nc2n1
    i	x	x	x	1%

The results go on.
The line under a structure holds: inhibitors of VEEV	M. tuberculosis HTS	PhoP GFP inhibition	M. tuberculosis	H1N1 NS1A inhibition
51	CCC(C)[C@H](NC(=O)NCc1ccc(S(N)(=O)=O)cc1)C(=O)OC (stereo partly specified)
    0.1%	1%	-7%	3%	-11%
52	O=C(NCc1ccncc1)/C(=C/c1cccc([N+](=O)[O-])c1)NC(=O)c1ccccc1
    i	3%	-1%	-1%	-5%
53	O=C(CSc1nc2ccccc2c(=O)n1CCCN1CCOCC1)NCCc1ccccc1
    2.0%	6%	x	21%	-1%
54	O=C(NN=Cc1ccccc1Cl)c1cccc2ccccc12
    3.6%	x	x	x	1%
55	COC(=O)c1cc(Br)c(=O)n(CCN2CCCC2)c1
    0.1%	-11%	-7%	-7%	-4%
56	COc1cc(NC(=O)Cc2cccs2)cc(OC)c1
    1.5%	-6%	-4%	1%	1%
57	Nc1ccc(-n2nc(C(F)(F)F)cc2C(F)(F)F)cc1
    0.8%	-2%	15%	-4%	1%
58	O=C(Nc1nnc(-c2ccco2)o1)c1ccc(Cl)cc1
    3.6%	u	0%	u	-11%
59	COc1cc(/C=N/NC(=O)C(=O)NCc2cccnc2)cc(OC)c1OC
    0.3%	-9%	-8%	-9%	2%
60	COCc1nnc(NC(=O)c2ccccc2[N+](=O)[O-])s1
    0.3%	2%	-11%	11%	4%
61	CC(C)(C)NC(=O)COc1coc(CN2CCN(Cc3ccccc3)CC2)cc1=O
    1.0%	-5%	10%	-7%	6%
62	COC(=O)c1cccc(NS(=O)(=O)c2ccc(NC(C)=O)cc2)c1C
    1.1%	-7%	-3%	10%	-23%
63	COc1cccc(NC(=O)CNC(=O)c2cccs2)c1
    1.2%	-3%	-17%	-4%	2%
64	O=C1C2CC=C(Cl)CC2C(=O)N1CC1OCCc2ccccc21 (stereo unspecified)
    1.6%	-4%	-8%	9%	-3%
65	C=CCSc1nc(C)c(CCCC)c(=O)[nH]1
    0.1%	12%	-19%	27%	-10%
66	COc1cccc(C(=O)Nc2ccc(C(=O)O)cc2)c1
    i	3%	0%	4%	2%
67	O=C(O)C1CCC(Cn2c(SCc3cc(=O)n4cc(Cl)ccc4n3)nc3ccsc3c2=O)CC1 (stereo unspecified)
    1.5%	3%	-2%	8%	-8%
68	COC(=O)/C=C(\C)NC(=O)c1ccc(F)cc1
    0.4%	1%	1%	4%	0%
69	CCCc1cc(=O)[nH]c(SCC(=O)N(C)CC(=O)Nc2ccccc2CC)n1
    0.9%	-2%	-8%	0%	-5%
70	Cc1ccc(CNC(=O)COC(=O)CSc2cc(C)c(Br)cc2C)cc1
    0.1%	2%	-4%	66%	17%
71	CC1(C)Oc2ccc3ccc(=O)oc3c2[C@@H](O)[C@H]1O
    2.5%	-18%	x	-11%	5%
72	O=C(/C=C/c1ccccc1)Nc1ncn[nH]1
    i	-7%	6%	17%	-10%
73	CCCCNC(=O)c1ccc2c(c1)ncn2C1CCCCC1
    1.9%	-3%	-4%	2%	4%
74	O=[N+]([O-])c1ccc(N2CCN(S(=O)(=O)c3cnc[nH]3)CC2)cc1
    1.4%	-1%	-2%	-4%	4%
75	Cc1cccc(C)c1NC(=O)C(NC(=O)CN1C(=O)c2ccccc2C1=O)c1ccccc1 (stereo unspecified)
    i	-8%	0%	-3%	-4%
76	CCOc1ccc2[nH]c(O)c(NC(C)=O)c2c1
    0.1%	0%	-3%	-4%	-18%
77	CN(C)CCCCCCCCCCC(=O)/C=N/O
    1.2%	-3%	-1%	37%	2%
78	O=C1C=CC2C(c3ccc4c(c3)OCO4)CC1N2Cc1ccccc1 (stereo unspecified)
    i	-11%	-1%	-27%	-3%
79	O=C(Nc1ccc(Br)c(C(F)(F)F)c1)c1ccccc1
    4.1%	19%	-5%	u	-8%
80	CCCCn1c(SCC(=O)Nc2cc(NC(=O)c3ccco3)ccc2C)nc2ccccc2c1=O
    6.7%	1%	-3%	-1%	-5%
81	CCCCN(CC)C(=O)C1CCC(CNS(=O)(=O)c2cccc3nsnc23)CC1 (stereo unspecified)
    0.0%	12%	-12%	0%	13%
82	O=C(Cn1nc(CNc2ccc(Cl)cc2)[n+]2c1CCCCC2)c1ccc(Br)cc1
    1.4%	u	51µM*	u	28%
83	COc1cc(C2C(C#N)=C(N)Oc3cc4c(cc32)OCO4)cc(OC)c1OC (stereo unspecified)
    8.1%	3%	11%	-11%	-1%
84	COC(=O)c1cc(C(=O)OC)n(Cc2ccc(Cl)cc2Cl)n1
    i	-2%	-4%	11%	8%
85	CCc1cc(C(=O)c2ccc(OC)cc2)c(NC(=O)CCC(=O)O)s1
    2.5%	6%	-7%	-8%	x
86	O=C(NC12CC3CC(CC(C3)C1)C2)c1ccco1
    1.4%	10%	-6%	72%	-9%
87	CC(C)(C)C(=O)Nc1nnc(SCC(=O)NC2CCCCC2)s1
    4.1%	0%	0%	-17%	-6%
88	CCN1C(=O)C(O)(CC(=O)c2ccccn2)c2ccccc21 (stereo unspecified)
    0.4%	-11%	-5%	-1%	3%
89	Cc1cc(C)nc(N(C#N)Cc2cccc([N+](=O)[O-])c2)n1
    0.2%	6%	0%	16%	-1%
90	Cc1c(F)cccc1NC(=O)CCC(=O)O
    1.6%	-2%	1%	-14%	22%
